West Nile antiviral – inhibition of WNV-induced cytopathic effect – cell-based, CPE readout (AID 1621) | West Nile virus-infected cells, CPE inhibition; higher % means a stronger effect | one-dose CPE inhibition, % at 10 µM; IC50 in µM for titrated hits | hit rate 0.02% among 290,000; in the data active = a potency from the dose series; inconclusive = CPE inhibition mostly from about 3.7% at the one dose, without a potency; inactive = the rest, 99 in 100 with CPE inhibition below about 2.2%; also: strong numbers were not always called active
Autophagy mod – alters autophagy in cells | calls only at 10 µM (by protocol) | MEF GFP-LC3 puncta imaging; test concentration mostly 10 µM | AID 463193 | hit rate 0.98% among 190,000;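 active = percentage of spot-positive cells more than 3 SD above its plate mean, without a fluorescence outlier flag or 80% toxicity; inconclusive = no clear call, values can overlap the other calls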;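 also: spot-positive cell cutoff set from DMSO-treated cells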
T cell HTS – T cell immune modulation candidate | AID 2052 | 2C CD8+ T cell-vesicle binding, flow cytometry; hits give low values | hit rate 0.068% among 330,000 | calls only at 7 µM;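 active = response, share of CD8 T cells binding vesicles, and their 90th percentile fluorescence all below set limits, cut at about 80% in these data, passing the limit was not always enough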
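material = purified 2C TCR transgenic mouse naive CD8+ T cells | controls = Unloaded micro-vesicles (low), QL9 vesicles with 0.7% DMSO (high) | detection = cytometric PE anti-B7-1 and Alexa647 anti-CD8 signals after 1% paraformaldehyde fixation | incubation = binding step 1.5 h, 37 °C, antibody labelling 20 min, ice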
WT yeast gro inh – growth inhibition of WT yeast, mitochondrial fusion screen. mitochondrial fusion phenotypic screen, WT strain. inhibition, % at 10 µM. hit rate 2.1% among 190,000; in the data active = inhibition above about 58%; tested in S. cerevisiae
Ins promoter up – MIN6 insulin promoter up-regulation; MIN6 insulin promoter-GFP reporter, high-content imaging; hits give high values; z-score at 5 µM; hit rate 0.3% among 190,000; AID 1625;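 active = z-score above 3 at 5 µM with at least 500 cells counted in the well; inconclusive = wells under 500 cells, flagged as cytotoxic or low count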
bCat nuc transl – modulators of beta-catenin nuclear translocation; HeLa beta-catenin nuclear translocation, immunofluorescence imaging; nuclear translocation activity, % at 5 µM; AID 1665; hit rate 0.3% among 190,000;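 active = nuclear translocation activity above 50% at 5 µM, with a well cell count of 50 or more; inconclusive = wells under 50 cells across six images, flagged as toxic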;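 also: per-cell ratio of nuclear to cytoplasmic median beta-catenin stain intensity; plate controls were DMSO negative control for no effect and GSK-3 inhibitor IX positive control for full effect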
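Test system: human HeLa cells, endogenous beta-catenin. Times: 24 h compound exposure, 37°C. Measured by: beta-catenin immunofluorescence imaging with DAPI.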
MT stabilize HCS – microtubule stabilizers in HeLa cells; HeLa tubulin immunostaining HCS, 24 h; share of cells brighter than vehicle mean+2SD; % tubulin-high responders, % at 10 µM; hit rate 0.83% among 200,000; AID 2205;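 active = plate Z-score above 3 for both tubulin-high and condensed-nucleus cell shares, with cell loss under 80%, at 10 µM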;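 also: anti alpha tubulin signal scored within the nucleus-defined area of each cell; some results filed as inactive read as strong as hits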
Myeloid diff MLP – myeloid differentiation induction | ER-HoxA9 myeloid progenitors, lysozyme-GFP differentiation, flow cytometry | calls only at 10 µM | hit rate 1% among 360,000;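 active = normalized GFP-positive differentiation at or above the plate's own cutoff, the solvent-only control mean plus 3 SD; inconclusive = no clear call, values can overlap the other calls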;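 also: cells exposed to compound for four days before flow analysis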
Hep lipid drop – hepatic lipid droplet formation modulation. AML12 mouse hepatocytes, oleate lipid droplets, BODIPY imaging. inhibition, % at 6.5 µM. hit rate 0.4% among 240,000;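 active = lipid droplet intensity inhibited by at least 50%, with more than 500 cells counted; inconclusive = wells with under 300 cells, treated as cytotoxic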
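Technique: fluorescence imaging, 20x objective, two fields per well / Assay system: AML12 hepatocytes (mouse) / Measure: % inhibition of lipid droplet signal / Doses: 6.5 µM single-point dosing / Incubation: overnight exposure / Reagent: 100 µM oleic acid challenge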
WT yeast gro inh mutant strain – also measured in WT yeast gro inh; calls as there; inhibition, %; mitochondrial fusion phenotypic screen, mutant strain inhibition
Ins promoter up cell count – second read-out of Ins promoter up, no call of its own (marks repeat the call); cell count; measured here: cytotoxicity, nuclei count;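 total cells summed across four imaged fields per well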
Hep lipid drop cells 6.5 µM – second read-out of Hep lipid drop, no call of its own (marks repeat the call); cell count; measured here: cell count, cytotoxicity flag;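 cells counted across two imaged fields per well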
bCat nuc transl cell count 5 µM – also measured in bCat nuc transl; calls as there; cell count; measured here: cell count, cytotoxicity flag
T cell HTS vesicle-bound % – also measured in T cell HTS; calls as there; double positive events, %; measured here: CD8+ vesicle-bound cell fraction;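 binding gate set so that unloaded-vesicle control wells show 10% double positive cells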
MT stabilize HCS Hoechst-high % – also measured in MT stabilize HCS; calls as there; % Hoechst-high responders; measured here: nuclear condensation Hoechst responders;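 share of cells brighter than vehicle mean plus two SD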
MT stabilize HCS cytotoxicity % – recorded beside MT stabilize HCS, whose call it bears; toxicity, %; measured here: cytotoxicity by cell density;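 0% = mean cell density of plate MIN control wells and 100% = no cells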
Autophagy mod cell loss 18 h – further read-out of Autophagy mod, marked with its call; toxicity, %; measured here: cell loss, nuclei count;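 cell loss after 18 h compound exposure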
Myeloid diff MLP GFP+ MAC1+ % – recorded beside Myeloid diff MLP, whose call it bears; GFP+ MAC1+ double positive, %; measured here: differentiation confirmed by MAC1 staining
* hit, by the source's call; i = inactive; ? = inconclusive; / = not tested or not shown.

SMILES	West Nile antiviral	Autophagy mod	Autophagy mod cell loss 18 h	T cell HTS	T cell HTS vesicle-bound %	WT yeast gro inh	WT yeast gro inh mutant strain	Ins promoter up	Ins promoter up cell count	bCat nuc transl	bCat nuc transl cell count 5 µM	MT stabilize HCS	MT stabilize HCS Hoechst-high %	MT stabilize HCS cytotoxicity %	Myeloid diff MLP	Myeloid diff MLP GFP+ MAC1+ %	Hep lipid drop	Hep lipid drop cells 6.5 µM
CC(C)CSc1n[nH]c(=S)s1	0.7%	i	-7	i	45	1	-9	-0.73	1578	-2.6	1108	4.1	2.0	6.7	i	0.6	1	528
CC1Cc2ccccc2N1C(=O)Cc1cccs1 (stereo not drawn)	0.0%	i	-3	i	35	-3	10	0.22	1199	-0.7	1022	2.8	1.4	6.8	i	1.0	1	769
Cn1c(S(=O)(=O)O)nc2ccccc21	-0.1%	/	/	i	23	/	/	-0.04	1112	0.6	1236	/	/	/	i	0.7	-20	677
COc1cc(/C=N/NC(=O)Cn2cnc3c2c(=O)n(C)c(=O)n3C)cc(OC)c1OC	0.4%	/	/	i	25	/	/	-0.25	1162	1.3	1281	/	/	/	i	0.7	-1	668
O=C(OC1CCN(c2ccc([N+](=O)[O-])cc2)CC1)c1ccccc1	-0.3%	i	-7	i	34	6	35	-0.9	1143	3.7	1365	1.3	1.2	0.7	i	0.7	/	/
CC(CNC(=O)c1ccc(NC2=NC3CS(=O)(=O)CC3S2)cc1)c1ccccc1 (stereo not drawn)	-0.1%	/	/	i	32	/	/	/	/	/	/	/	/	/	i	2.9	8	739
c1ccc(-n2c(-c3ccco3)nnc2N2CCOCC2)cc1	0.3%	i	-4	i	20	0	3	-0.31	964	0.4	1139	4.0	3.3	12	i	0.9	/	/
CCOC(=O)C(C)n1nc(C)c2sc3ccccc3c2c1=O (stereo not drawn)	0.4%	i	2	i	57	-24	-19	/	/	-1.1	1136	3.2	2.4	13	i	5.1	-9	728
CC(=O)N(Cc1cc(=O)[nH]c2ccccc12)c1ccccc1	0.2%	i	15	i	30	18	22	-1.5	905	-4.0	1236	5.3	4.1	2.7	i	1.2	-12	655
COc1cc(/C=N/NC(=O)Cn2nc([N+](=O)[O-])cc2C)cc(Br)c1OCc1ccccc1	0.3%	i	-5	i	33	-1	-8	-0.05	709	-2.1	1002	2.0	2.8	5.9	i	0.9	-5	721
CCOc1ccc(OCc2cccc(C(=O)N3CCOCC3)c2)cc1	/	i	10	i	55	2	-5	-0.32	1321	/	/	2.4	1.2	10	i	14	-4	679
Cc1ccc(C(=O)NC(=S)N2CCN(C(=O)OC(C)(C)C)CC2)cc1Br	1.4%	i	0	i	35	2	-2	0.62	1631	-1.1	983	4.0	2.1	11	i	0.5	9	565
CCC(CC)NC(=O)CCc1nc2ccccc2c(=O)[nH]1	0.2%	i	1	i	35	12	19	-1.2	898	-5.1	1247	2.7	1.3	8.7	i	2.8	-10	716
O=C(Nc1ccccc1N1CCCC1)c1cc(Cl)ccc1Cl	-1.1%	i	14	i	56	8	12	0.26	1452	-0.1	1565	3.3	0.7	6.2	i	0.8	-24	685
O=C(NCCN1CCCCCC1)C1CCC(CNS(=O)(=O)c2cccc3cccnc23)CC1 (stereo not drawn)	0.1%	i	6	i	45	4	-10	0.41	888	/	/	2.1	3.7	5.4	i	2.6	/	/
COc1ccccc1OCC(=O)N1CC2(C)CC1CC(C)(C)C2 (stereo not drawn)	-1.1%	i	0	i	14	6	3	/	/	-0.2	1172	1.7	2.2	7.2	i	0.7	1	787
Cc1cccc(OCCCC(=O)N2CCCc3ccccc32)c1C	0.8%	i	-11	i	22	39	28	0.16	883	0.7	1151	1.4	1.2	7.8	i	8.3	-64	593
COc1ccc(C(=O)Nc2ccccc2C(=O)N2CCN(c3ccccc3)CC2)cc1	-1.0%	/	/	i	17	/	/	/	/	/	/	/	/	/	i	0.3	2	678
O=C(CCN1C(=O)/C(=C/c2cccs2)SC1=S)Nc1cccc(O)c1	-0.3%	/	/	i	21	/	/	/	/	/	/	/	/	/	?	/	-6	763
CSCCC(NS(=O)(=O)c1ccc(C)cc1)C(=O)NC1CCCCC1 (stereo not drawn)	-0.9%	i	-5	i	47	-5	8	0.43	1631	-4.3	1076	1.6	1.9	8.2	i	0.9	-4	667
CC(=O)N1CCc2cc(Br)cc(S(=O)(=O)N3CCc4ccccc43)c21	-0.2%	i	-24	i	30	42	54	-0.02	1300	-0.9	1145	3.7	0.8	5.2	i	0.1	-30	704
CCOc1ccc(N=C(NC#N)SC)cc1	0.4%	i	-6	i	53	-11	5	-0.39	1315	1.6	1146	1.7	1.8	5.4	i	12	/	/
O=C(Nc1ccccc1)OCCOc1ccc(Br)cc1	-0.5%	/	/	i	59	/	/	/	/	/	/	/	/	/	i	0.9	-10	831
CC(=O)Nc1ccc(Oc2nc(C)cc(C)n2)cc1	0.2%	i	4	i	45	-6	-16	0.91	1252	4.4	1136	6.3	1.7	3.1	i	0.9	-10	765
Cc1cc(Cl)ccc1NC(=S)Nc1cccnc1	0.1%	i	-1	i	48	10	11	0.74	1453	0.1	1313	2.4	2.3	1.4	i	2.7	/	/
O=C(NCC1CCCO1)c1ccc2c(=O)n(Cc3ccc(Cl)cc3)c(=S)[nH]c2c1 (stereo not drawn)	0.3%	i	-4	i	32	-1	-3	0.49	1271	-1.7	1143	1.8	2.2	7.1	/	/	18	702
Cn1cccc1C(C(=O)NC1CCCCC1)N(C(=O)Cc1cccs1)C1CC1 (stereo not drawn)	-0.6%	i	15	/	/	-1	7	-0.01	1119	-3.1	1182	4.4	1.9	6.8	i	7.6	/	/
CC(=O)N1CCN(Cc2nc3scc(-c4ccccc4)c3c(=O)[nH]2)CC1	-0.6%	i	13	i	29	10	3	0.51	1139	-1.2	1095	1.8	1.4	1.0	i	0.5	-2	690
O=C(COc1cc2oc(=O)c3c(c2cc1Cl)CCC3)NCC(O)c1ccccc1 (stereo not drawn)	-0.7%	/	/	i	7	/	/	/	/	/	/	/	/	/	i	4.7	-1	758
COc1cc(S(=O)(=O)Nc2ccc(C)cc2)ccc1N=Cc1c(C)c(C#N)c(=O)n(C)c1O	-0.7%	i	2	i	40	-24	-3	0.14	1475	-2.1	953	1.8	2.3	11	i	0.2	-3	680
Cc1ccc(S(=O)(=O)NC2(C(F)(F)F)NC(=O)N(Cc3ccccc3)C2=O)cc1 (stereo not drawn)	0.4%	/	/	i	71	/	/	/	/	/	/	/	/	/	i	0.7	-16	554
Cc1nc2cc(C)c(C)cc2s1	-0.5%	i	11	i	32	9	29	-0.4	1062	0.2	1094	1.4	1.8	1.5	i	0.5	-2	727
CCC(=O)c1ccc(OCc2ccc(C(=O)OC)cc2)c(OC)c1	0.4%	i	0	i	38	9	16	-0.4	1510	-3.5	1424	1.6	1.6	9.1	i	0.8	/	/
CCSc1nnc(NC(=O)Cn2cnc3c2c(=O)n(C)c(=O)n3C)s1	0.4%	i	5	i	44	-9	4	-0.13	1350	0.0	1119	3.2	2.0	4.2	i	0.7	0	683
O=C(Nc1ccc(NC(=O)c2cc3ccccc3o2)cc1)c1ccc2c(c1)OCCO2	-0.6%	i	25	i	46	9	-10	-0.33	818	-0.3	1006	2.3	1.5	2.9	i	0.4	17	705
Cc1ccc(Cn2cc(C(=O)c3ccc(F)cc3)c(=O)c3cc4c(cc32)OCCO4)cc1	/	i	-33	i	59	10	6	0.51	1468	-1.5	586	5.3	1.6	5.3	i	5.7	-13	706
c1ccc(-c2csc(Nc3cccnc3)n2)nc1	0.8%	i	-6	i	41	-2	12	-0.08	1312	-0.5	1045	3.1	1.6	7.4	i	6.6	20	740

A second format for part of the listing above:
O=C(Nc1ccc(NC(=O)c2cc3ccccc3o2)cc1)c1ccc2c(c1)OCCO2
- West Nile antiviral: -0.6%
- Autophagy mod: i
- Autophagy mod cell loss 18 h: 25
- T cell HTS: i
- T cell HTS vesicle-bound %: 46
- WT yeast gro inh: 9
- WT yeast gro inh mutant strain: -10
- Ins promoter up: -0.33
- Ins promoter up cell count: 818
- bCat nuc transl: -0.3
- bCat nuc transl cell count 5 µM: 1006
- MT stabilize HCS: 2.3
- MT stabilize HCS Hoechst-high %: 1.5
- MT stabilize HCS cytotoxicity %: 2.9
- Myeloid diff MLP: i
- Myeloid diff MLP GFP+ MAC1+ %: 0.4
- Hep lipid drop: 17
- Hep lipid drop cells 6.5 µM: 705

Cc1ccc(S(=O)(=O)NC2(C(F)(F)F)NC(=O)N(Cc3ccccc3)C2=O)cc1 (stereo not drawn)
- West Nile antiviral: 0.4%
- Autophagy mod: /
- Autophagy mod cell loss 18 h: /
- T cell HTS: i
- T cell HTS vesicle-bound %: 71
- WT yeast gro inh: /
- WT yeast gro inh mutant strain: /
- Ins promoter up: /
- Ins promoter up cell count: /
- bCat nuc transl: /
- bCat nuc transl cell count 5 µM: /
- MT stabilize HCS: /
- MT stabilize HCS Hoechst-high %: /
- MT stabilize HCS cytotoxicity %: /
- Myeloid diff MLP: i
- Myeloid diff MLP GFP+ MAC1+ %: 0.7
- Hep lipid drop: -16
- Hep lipid drop cells 6.5 µM: 554

O=C(COc1cc2oc(=O)c3c(c2cc1Cl)CCC3)NCC(O)c1ccccc1 (stereo not drawn)
- West Nile antiviral: -0.7%
- Autophagy mod: /
- Autophagy mod cell loss 18 h: /
- T cell HTS: i
- T cell HTS vesicle-bound %: 7
- WT yeast gro inh: /
- WT yeast gro inh mutant strain: /
- Ins promoter up: /
- Ins promoter up cell count: /
- bCat nuc transl: /
- bCat nuc transl cell count 5 µM: /
- MT stabilize HCS: /
- MT stabilize HCS Hoechst-high %: /
- MT stabilize HCS cytotoxicity %: /
- Myeloid diff MLP: i
- Myeloid diff MLP GFP+ MAC1+ %: 4.7
- Hep lipid drop: -1
- Hep lipid drop cells 6.5 µM: 758

Compound activity deposited in PubChem BioAssay by several laboratories.
